Bioassay records deposited in PubChem BioAssay by several laboratories.
NR5A2 inv ag = suppresses constitutive activity of human LRH-1; O00482; HEK293T StAR-luciferase reporter, LRH-1 transfected, 24 h; inhibition, % at 3.6 µM; 360,000 compounds, 0.13% hits; AID 602396;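 active = inhibition above the mean inhibition of all tested compounds plus 3 SD, cut at about 73% in these data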;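 also: 0% = DMSO wells and 100% = reporter-only cells lacking LRH-1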
NCOA3 inh = inhibits human SRC3 coactivator; Q9Y6Q9; HEK293 GAL4-SRC3 luciferase reporter, luminescence; inhibition, % at 3.6 µM; 360,000 compounds, 0.17% hits;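 active = inhibition above a per-campaign cutoff, the mean of all compounds plus 3 SD, cut at about 60% in these data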;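 also: 0% = DMSO-treated cells and 100% = gossypol-treated cells at 36 µM; higher means less SRC3-driven luciferase light from the GAL4 reporter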
NOD2-RIPK2 inh = NOD2-RIPK2 protein interaction inhibition; CHO BLA complementation NOD2-RIPK2, CCF4 ratio; O43353; inhibition, % at 4.98 µM; 360,000 compounds, 0.38% hits; in the data active = inhibition above about 21%;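 also: 0% = vehicle only and 100% = reference blocker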
TRAIL sens C8 = sensitizes caspase-8 expressing cells to TRAIL; AID 624354; NB7+C8 cells + TRAIL, ATPlite viability luminescence; inhibition (viability loss, TRAIL sensitization), % at 10 µM; 360,000 compounds, 1% hits;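 active = compounds causing at least 50% loss of cell viability in the single-dose screen, relative to plate controls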
TROY NFkB inh = blocks TROY-dependent signaling in reporter cells. Q293 LMP1-TROYcd NF-kB luciferase reporter, 4 h. AID 1347056. inhibition, % at 10 µM. 360,000 compounds, 0.98% hits;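 active = compounds whose plate-normalised and pattern-corrected inhibition of the luciferase reporter signal at the single screening dose is 50% or more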
NR2F2 inh = inhibitors of human COUP-TFII (NR2F2); 370,000 compounds, 0.7% hits; AID 686940; inhibition, % at 8.6 µM; HEK293T NGFI-A luciferase reporter, luminescence; P24468;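 active = inhibition above a per-plate cutoff, mean inhibition of test wells between control levels plus 3 SD, cut at about 38% in these data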;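 also: cells cotransfected with COUP-TFII expression vector driving the NGFI-A reporter; 0% = median of COUP-TF2 test wells and 100% = reporter-only cells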
EBV LMP1 NFkB = Epstein-Barr LMP1 NF-kappaB reporter inhibition; LMP1-induced NF-kappaB luciferase reporter cells, luminescence; 350,000 compounds, 0.69% hits; inhibition, % at 12.5 µM; in the data active = inhibition above about 41%;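 also: 0% = neutral control wells and 100% = reference inhibitor control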
TLR9-MyD88 inh = inhibitors of human TLR9-MyD88 binding; Q9NR96+Q99836; CHO BLA complementation TLR9-MyD88, CCF4 FRET ratio; inhibition, % at 4.98 µM; 340,000 compounds, 0.21% hits; AID 504734;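 active = inhibition above the mean over all tested compounds plus 3 SD, cut at about 21% in these data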;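 also: 0% = DMSO only wells and 100% = clavulanate BLA inhibitor control wells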
Target sequence (Q99836 whole entry, looked up): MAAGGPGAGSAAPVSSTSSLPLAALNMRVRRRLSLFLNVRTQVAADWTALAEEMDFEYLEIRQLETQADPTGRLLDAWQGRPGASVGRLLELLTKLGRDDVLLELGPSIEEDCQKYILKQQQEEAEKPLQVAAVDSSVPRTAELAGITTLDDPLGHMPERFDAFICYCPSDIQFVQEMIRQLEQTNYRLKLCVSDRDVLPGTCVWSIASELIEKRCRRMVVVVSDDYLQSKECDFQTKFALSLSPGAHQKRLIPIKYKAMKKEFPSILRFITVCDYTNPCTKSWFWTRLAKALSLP
Target sequence (Q9NR96 whole entry, looked up): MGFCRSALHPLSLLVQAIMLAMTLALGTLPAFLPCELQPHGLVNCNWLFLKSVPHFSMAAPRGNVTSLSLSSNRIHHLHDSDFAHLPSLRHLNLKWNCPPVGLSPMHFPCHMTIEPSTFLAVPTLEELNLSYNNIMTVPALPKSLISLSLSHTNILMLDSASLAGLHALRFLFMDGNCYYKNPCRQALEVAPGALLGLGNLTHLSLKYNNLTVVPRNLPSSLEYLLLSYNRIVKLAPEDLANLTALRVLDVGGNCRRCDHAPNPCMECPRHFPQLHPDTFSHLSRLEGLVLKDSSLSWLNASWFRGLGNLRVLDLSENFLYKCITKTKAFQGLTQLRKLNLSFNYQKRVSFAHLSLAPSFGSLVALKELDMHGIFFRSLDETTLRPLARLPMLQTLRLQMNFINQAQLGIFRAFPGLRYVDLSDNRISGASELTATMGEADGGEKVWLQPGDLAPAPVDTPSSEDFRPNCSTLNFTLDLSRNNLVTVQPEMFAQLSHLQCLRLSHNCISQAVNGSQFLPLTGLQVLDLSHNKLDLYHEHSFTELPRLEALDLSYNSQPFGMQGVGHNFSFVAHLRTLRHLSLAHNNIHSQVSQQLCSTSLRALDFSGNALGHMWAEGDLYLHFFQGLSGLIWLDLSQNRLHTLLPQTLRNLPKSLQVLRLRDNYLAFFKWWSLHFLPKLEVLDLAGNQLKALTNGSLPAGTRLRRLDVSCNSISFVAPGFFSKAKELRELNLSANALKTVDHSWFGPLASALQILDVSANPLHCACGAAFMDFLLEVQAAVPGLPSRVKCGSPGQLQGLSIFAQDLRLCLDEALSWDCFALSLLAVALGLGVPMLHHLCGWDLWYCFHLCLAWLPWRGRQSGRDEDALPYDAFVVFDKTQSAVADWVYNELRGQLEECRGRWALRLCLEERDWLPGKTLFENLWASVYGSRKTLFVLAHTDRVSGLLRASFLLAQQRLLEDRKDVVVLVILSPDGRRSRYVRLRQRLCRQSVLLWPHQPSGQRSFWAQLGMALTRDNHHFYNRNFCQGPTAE
TWEAK Fn14 block = inhibitors of TWEAK-Fn14 interaction signaling; TWEAK-stimulated Fn14 reporter cells, luciferase luminescence, 8 h; inhibition, % at 10 µM; 360,000 compounds, 2% hits; AID 1159606; in the data active = inhibition above about 50%
NCOA1 inh = human NCOA1 inhibition | Q15788 | HEK293 GAL4-SRC1 luciferase reporter, luminescence | inhibition, % at 3.6 µM | 360,000 compounds, 0.12% hits | AID 588354;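 active = inhibition above the campaign mean plus 3 SD, with each screening campaign given its own cutoff, cut at about 60% in these data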;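 also: 0% = DMSO treated cells and 100% = gossypol at 36 µM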
NCOA2 inhibitor = inhibits human steroid receptor coactivator 2; Q15596; HEK293 GAL4-SRC2 luciferase reporter, luminescence; inhibition, % at 9 µM; 370,000 compounds, 0.17% hits;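 active = inhibition above the mean inhibition of all tested compounds plus 3 SD, set per campaign, cut at about 52% in these data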;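 also: 0% = DMSO treated cells and 100% = cells given Gossypol at 36 µM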
The depositor's hits bear a star; / = no result given. Only part of the results is shown; rates above refer to the full screens.

SMILES	NR5A2 inv ag	NCOA3 inh	NOD2-RIPK2 inh	TRAIL sens C8	TROY NFkB inh	NR2F2 inh	EBV LMP1 NFkB	TLR9-MyD88 inh	TWEAK Fn14 block	NCOA1 inh	NCOA2 inhibitor
Cc1cccc(-c2c(O)cc(=O)[nH]c2Cl)c1	7	14	-5	1	10	-11	2	3	14	3	-6
Cc1ccc(C)c(S(=O)(=O)N2CCCOC2CNC(=O)C(=O)NC2CCCC2)c1 (configuration not stated)	0	7	3	4	4	2	-1	-3	3	-21	1
CCCc1nnc(NC(=O)CCC(=O)N2CCN(CCn3c(C)ccc3C)CC2)s1	-5	8	13	-6	10	-5	-7	-9	8	11	20
COc1cc(OC)c(NC(=O)c2ccoc2C)cc1Cl	2	-6	-7	-8	-2	-12	7	2	8	4	18
O=C(NCC1CCCO1)c1cc2cc(F)ccc2[nH]1 (configuration not stated)	2	-7	1	6	-40	6	-4	2	-10	-38	-36
O=C(NC(=S)NCc1ccco1)c1ccccc1	18	18	-7	5	0	-5	8	-14	22	-7	2
C#CCN(C[C@@H]1[C@@H](OC(=O)NC2CC2)[C@@H](OC(=O)NC2CC2)CN(C(=O)OC(C)C)N1C(=O)OC(C)C)S(=O)(=O)c1ccc(C)cc1	1	-27	5	2	8	8	-23	-3	3	-8	22
Cc1cc(C)cc(NC(=O)C2CCN(C(=O)c3cccs3)CC2)c1	-1	9	-2	10	-13	6	-1	1	4	5	-1
CCOC(=O)C1Cc2c([nH]c3ccccc23)CN1 (configuration not stated)	-5	-4	-7	-3	-29	6	8	-6	7	-1	3
O=C(COC(=O)c1cc(S(=O)(=O)N2CCOCC2)cs1)c1ccccc1	-2	3	-2	3	3	7	-9	6	14	6	-15
COc1ccccc1OCc1ccc(C(=O)Nc2ccc(Cl)cn2)o1	-8	-6	-10	4	2	7	-2	-2	13	-17	-32
CCc1nc(SCC(=O)N2CCc3cc(OC)c(OC)cc3C2)c(C#N)cc1C	42	-1	1	-6	15	16	-1	-4	-8	-4	8
COc1cc(NS(=O)(=O)c2ccc3ccccc3c2)c2ncccc2c1	-1	-12	29*	5	-21	19	11	10	44	-13	-74
Cc1cc(C)nc(SCc2ccc(C(=O)O)o2)n1	12	4	7	-7	-15	2	-11	6	5	-8	-2
COc1ccc(Cc2nc3ccccc3c(=O)n2N)cc1OC	-1	15	-10	-3	0	10	3	-12	2	-36	15
CCCCn1c(SCC(=O)c2ccc(O)c(O)c2)nc2ccsc2c1=O	-13	6	1	24	44	/	-6	-16	21	-2	/
COc1ccc(CN2CCC[C@]3(N[C@H](c4ccc(OC)cc4)[C@@H]4C(=O)N(Cc5ccccc5)C(=O)[C@@H]43)C2=O)cc1	-12	-16	-6	-1	-13	6	-3	-1	5	-10	4
CC1(C)CC(=O)/C(=C(\O)Cc2ccccc2)C(=NCCCCCC(=O)O)C1	-8	17	-15	-5	-4	-7	0	-5	6	-9	-5
O=C(c1ccccc1F)N1CCN(c2ccc([N+](=O)[O-])cc2-n2cccc2)CC1	19	7	-5	-4	9	16	-2	-3	-15	-6	3
O=C(CSCc1ccc([N+](=O)[O-])cc1)Nc1ccccc1C(=O)O	-35	-2	-2	-3	22	11	11	-1	-13	-9	-8
Cc1ccc(S(=O)(=O)NCc2ccc(C(=O)N3CCN(c4ccc([N+](=O)[O-])cc4)CC3)cc2)cc1	32	44	3	36	38	55*	20	-4	50*	17	9
O=C(O)c1ccc(/C=N/n2cc(-c3ccccc3)[nH]c2=S)cc1	3	-14	9	-7	27	7	3	-1	9	-6	-25
COc1ccc(NC(=O)COC(=O)c2cc(SC)ccc2Cl)c(OC)c1	-1	13	6	3	13	17	7	-5	-10	-2	8
Cc1ccc(NC(=O)COC(=O)c2sccc2C)cc1S(=O)(=O)N1CCOCC1	-9	3	-8	-9	-4	2	2	8	1	11	-2

Complete entries as entered above. Screens in order: NR5A2 inv ag	NCOA3 inh	NOD2-RIPK2 inh	TRAIL sens C8	TROY NFkB inh	NR2F2 inh	EBV LMP1 NFkB	TLR9-MyD88 inh	TWEAK Fn14 block	NCOA1 inh	NCOA2 inhibitor
`CCCCn1c(SCC(=O)c2ccc(O)c(O)c2)nc2ccsc2c1=O` is listed with -13	6	1	24	44	/	-6	-16	21	-2	/
`Cc1ccc(NC(=O)COC(=O)c2sccc2C)cc1S(=O)(=O)N1CCOCC1` is listed with -9	3	-8	-9	-4	2	2	8	1	11	-2
`O=C(O)c1ccc(/C=N/n2cc(-c3ccccc3)[nH]c2=S)cc1` is listed with 3	-14	9	-7	27	7	3	-1	9	-6	-25
`COc1ccc(Cc2nc3ccccc3c(=O)n2N)cc1OC` is listed with -1	15	-10	-3	0	10	3	-12	2	-36	15

The list continues.
SMILES	NR5A2 inv ag	NCOA3 inh	NOD2-RIPK2 inh	TRAIL sens C8	TROY NFkB inh	NR2F2 inh	EBV LMP1 NFkB	TLR9-MyD88 inh	TWEAK Fn14 block	NCOA1 inh	NCOA2 inhibitor
Cc1cc(C)nc(NS(=O)(=O)c2ccc(N/C=C/C(=O)c3ccc(Cl)cc3)cc2)n1	-64	6	6	16	-38	0	0	-1	-10	-29	-36
CCCCC(=O)Nc1ccc(C(=O)NNC(=S)NC(=O)c2ccccc2[N+](=O)[O-])cc1	-3	-7	-3	-14	12	14	-1	-12	-6	-1	-8
COc1cc(/C=C/[N+](=O)[O-])ccc1OC(=O)/C=C/c1ccc(F)cc1	-4	-39	38*	16	-1	10	-4	1	-8	-2	-10
Cc1cc(C)cc(NC(=O)C(=O)NCCCN2CCOCC2)c1	-1	19	6	-3	4	8	7	-7	-4	-4	1
CC1(c2ccc3ccccc3c2)NC(=O)N(CC(=O)N2CCCC(C(F)(F)F)C2)C1=O (configuration not stated)	9	7	28*	-11	11	21	-8	8	-3	2	-14
CCOC(=O)N1CCN(C(=O)c2ccc(S(=O)(=O)Nc3cccc(C(F)(F)F)c3)cc2)CC1	8	10	-5	4	21	/	21	-11	12	3	/
O=C(Nc1ccc(F)cc1)C(=O)c1c(O)[nH]c2ccc([N+](=O)[O-])cc12	-7	18	-3	-3	-29	/	-15	3	-8	-4	/
COCCNc1oc(-c2cccs2)nc1S(=O)(=O)c1ccc(C)cc1	-6	-25	-2	-7	4	12	6	-9	5	-5	10
COc1ccccc1C1C2=C(COC2=O)Nc2cc3c(cc21)OCO3 (configuration not stated)	35	-7	14	-15	-9	-66	19	-2	-8	-3	9
CNC(=S)N(CCO)Cc1cc2cc3c(cc2[nH]c1=O)OCCO3	9	-17	-3	-6	-4	10	-9	0	-5	-3	-12
CCOC(=O)C1(C)CCCN(C(=O)c2ccccc2OC(F)(F)F)C1 (configuration not stated)	-1	-4	-9	-17	9	-7	/	/	12	-20	-13
O=C(c1cc2ccccc2o1)N1CCN(S(=O)(=O)c2ccc(F)c(F)c2F)CC1	2	-3	-7	-12	10	-8	5	-8	-21	-7	-6

Molecules shown so far containing four or more nitrogen atoms (6):
SMILES	NR5A2 inv ag	NCOA3 inh	NOD2-RIPK2 inh	TRAIL sens C8	TROY NFkB inh	NR2F2 inh	EBV LMP1 NFkB	TLR9-MyD88 inh	TWEAK Fn14 block	NCOA1 inh	NCOA2 inhibitor
CCCc1nnc(NC(=O)CCC(=O)N2CCN(CCn3c(C)ccc3C)CC2)s1	-5	8	13	-6	10	-5	-7	-9	8	11	20
C#CCN(C[C@@H]1[C@@H](OC(=O)NC2CC2)[C@@H](OC(=O)NC2CC2)CN(C(=O)OC(C)C)N1C(=O)OC(C)C)S(=O)(=O)c1ccc(C)cc1	1	-27	5	2	8	8	-23	-3	3	-8	22
O=C(c1ccccc1F)N1CCN(c2ccc([N+](=O)[O-])cc2-n2cccc2)CC1	19	7	-5	-4	9	16	-2	-3	-15	-6	3
Cc1ccc(S(=O)(=O)NCc2ccc(C(=O)N3CCN(c4ccc([N+](=O)[O-])cc4)CC3)cc2)cc1	32	44	3	36	38	55*	20	-4	50*	17	9
Cc1cc(C)nc(NS(=O)(=O)c2ccc(N/C=C/C(=O)c3ccc(Cl)cc3)cc2)n1	-64	6	6	16	-38	0	0	-1	-10	-29	-36
CCCCC(=O)Nc1ccc(C(=O)NNC(=S)NC(=O)c2ccccc2[N+](=O)[O-])cc1	-3	-7	-3	-14	12	14	-1	-12	-6	-1	-8

Additional compounds follow.
SMILES	NR5A2 inv ag	NCOA3 inh	NOD2-RIPK2 inh	TRAIL sens C8	TROY NFkB inh	NR2F2 inh	EBV LMP1 NFkB	TLR9-MyD88 inh	TWEAK Fn14 block	NCOA1 inh	NCOA2 inhibitor
CSc1ccn(CCC(=O)O)c(=O)n1	2	-3	-12	-3	8	5	3	1	13	7	6
O=C(CSc1ncn[nH]1)N1CCN(c2nnc(-c3ccccc3)c3ccccc23)CC1	19	5	4	-7	-8	-1	-6	0	3	-12	-13
O=C(NCCCN1CCOCC1)c1cnn2c(-c3ccccc3)cc(-c3ccccc3)nc12	41	18	2	16	-1	-28	0	10	-12	14	-22
Cc1ccc(C)c(NS(=O)(=O)c2ccc3c(c2)NC(=O)CO3)c1	12	2	0	-2	-1	-11	-7	1	2	13	-7
CC(C)CCN1C(=O)CSCC1(C)C(=O)NC(C)C (configuration not stated)	-18	/	0	-6	/	-1	/	/	/	/	17
CC1(C)CCC(=O)c2ccccc21	-2	12	1	-3	7	4	-2	2	5	-2	-14
COc1cccc(CN2CCC2(C)C(=O)Nc2ccc(C)c(O)c2)c1F (configuration not stated)	34	-144	4	30	16	-12	/	/	-37	-56	-7
O=C(NNc1nc2ccccc2s1)Nc1ccccc1	-69	-69	-6	19	46	-24	-25	-10	27	-117	-44
NC(=O)c1cc(-c2ccccc2)nc(Oc2ccccc2)n1	-6	-3	0	-1	-13	0	6	-3	-1	4	14
COc1ccc(-c2cc(NC(C)=O)c3ncc(-c4cccc(C(C)=O)c4)n3c2)cc1OC	13	13	2	7	62*	0	/	/	4	-1	-10
Cc1cc(C(=O)NC(=S)Nc2ccccc2N2CCCC2)ccc1[N+](=O)[O-]	-17	19	-5	6	-2	-9	5	2	10	-3	-10
O=C1NC[C@H](Cc2ccccc2)N(C[C@@H]2CCCN2C[C@H](Cc2ccccc2)N2C[C@H](Cc3ccccc3)N(CCc3ccccc3)C(=O)C2=O)C1=O	8	12	-1	2	21	-7	/	/	-14	13	-28
COc1ccc(C(=O)OCC(=O)NCCCc2ccccc2)cc1OC	7	18	-13	-5	-1	-15	2	11	-4	15	19
CN(C)S(=O)(=O)c1cccc(C(=O)Nc2cc(Cl)cc(Cl)c2)c1	-14	-18	14	13	-8	-15	-4	-6	0	-14	-12
Cc1cccc(OC2CCN(Cc3nc(CC4CC4)no3)CC2)c1	-1	12	-7	12	-19	-9	0	1	3	10	-29
